Vif-APOBEC3F blk = inhibitors of Vif-A3F interaction; HeLa A3F-eYFP + Vif (tagged APOBEC3F with the HIV-1 protein that degrades it), YFP fluorescence increase; Potency, µM (doses to about 46.1 µM), for the others: at the highest dose activity, negative = active; 390,000 compounds, 0.2% hits; AID 602313; note: potency is the fitted concentration of half-maximal effect; % of control where 0% means no effect; nearly all actives have a fitted effect of over 65% in size
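HeLa cells stably expressing Vif plus C-terminally eYFP-tagged A3F were seeded, incubated overnight at 37 deg C, dosed with compound, incubated overnight again at 37 deg C. Yellow fluorescence (Ex 488/Em 500-530) reported blocked Vif-mediated A3F-eYFP degradation.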
rTrxR1 inhibitor = inhibitors of rat thioredoxin reductase 1 | Potency, µM (doses to about 114 µM), for inactives: top-dose activity change, negative = inhibition, usual class: inhibitors | 390,000 compounds, 1% hits | O89049 | AID 588453 | recombinant rTrxR1, NADPH fluorescence consumption, selenite substrate; note: potency is the fitted concentration of half-maximal effect; % is set by controls: 0 for no effect and ±100 for the full control effect; nearly all actives have a fitted effect of over 65% in size
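Rat TrxR1 (90 nM in the dispensed reagent) was pre-reduced with 400 uM NADPH for 5 min at room temperature, then incubated with compound for 15 min. After 400 uM selenite was added, NADPH fluorescence (Ex 340/Em 450 nm) was followed for 8 min.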
Vif-APOBEC3G blk = Vif-A3G binding inhibition; Q9HC16; HeLa A3G-eYFP + Vif (tagged APOBEC3G with the HIV-1 protein that degrades it), YFP fluorescence, overnight; Potency, µM (highest dose often 46.1 µM), for the others: top-dose activity, negative = active, most hits filed as inhibitors; 410,000 compounds, 0.076% hits; AID 602310;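 note: potency is the fitted concentration of half-maximal effect; % is set by controls: 0 for no effect and ±100 for the full control effect; nearly all actives have a fitted effect of over 60% in size; hits raise eYFP signal because A3G escapes Vif-driven loss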
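HeLa cells stably expressing Vif and C-terminally eYFP-tagged A3G, seeded overnight at 37 deg C, then exposed to compound by pintool overnight at 37 deg C. Rise in yellow fluorescence (Ex 488/Em 500-530, Acumen) marks blocked Vif-driven A3G degradation.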
LDHA inh = inhibitors of human lactate dehydrogenase A. P00338. purified LDHA, NADH/diaphorase-resazurin fluorescence; hits give low values. activity change, % (values are at about 110 or 230 µM). 480,000 compounds, 0.15% hits. AID 1347041; in the data active = activity change below about -30%; inconclusive = mostly about -25% to -30%;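 note: plate controls were DMSO wells for no effect and wells without enzyme for full effect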
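Enzyme activity of human lactate dehydrogenase 5 (2 nM; 0.06 mM NADH, 0.2 mM pyruvate, 5 min, RT) is measured via a resazurin/diaphorase fluorescence readout of residual NADH.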
mIDH1 inhibitor = inhibitors of human mutant IDH1 R132H; O75874; IDH1-R132H enzyme, NADPH consumption, diaphorase/resazurin fluorescence; 390,000 compounds, 0.093% hits; Potency, µM (doses to about 76.6 µM), inactives show at the highest dose activity change, negative = inhibition, usual class: inhibitors; note: potency is the fitted concentration of half-maximal effect; % is set by controls: 0 for no effect and ±100 for the full control effect; nearly all actives have a fitted effect of over 65% in size
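IDH1-R132H (0.5 ug/mL) preincubated 30 min with compound, then NADPH (0.016 mM) and alpha-KG (2 mM) added; 80 min at RT, pH 7.5. Remaining NADPH coupled via diaphorase/resazurin to fluorescence (540/590 nm); concentration-response curves normalized to no-enzyme control.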
TrxR1 substrate = substrates of rat thioredoxin reductase 1; O89049; purified TrxR1 substrate turnover, NADPH consumption readout; Potency, µM (highest dose often 114 µM), inactives show at the highest dose activity change, negative = substrate turnover; 390,000 compounds, 0.01% hits; note: potency is the fitted concentration of half-maximal effect; % is set by controls: 0 for no effect and ±100 for the full control effect; nearly all actives have a fitted effect of over 50% in size
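Rat TrxR1, dispensed at 90 nM, was prereduced with 400 uM NADPH (final) for 5 min at ~22 deg C, then incubated with compound 15 min before 400 uM selenite. A first-read NADPH fluorescence drop versus no-compound background flagged substrates.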
USP1-UAF1 inh = inhibitors of human USP1/UAF1 deubiquitinase. O94782. recombinant USP1/UAF1, Ub-Rhodamine cleavage fluorescence. Potency, µM (top dose mostly 57.1 µM), inactives show top-dose activity change, negative = inhibition, most hits filed as inhibitors. 390,000 compounds, 0.23% hits; note: potency is the fitted concentration of half-maximal effect; % is set by controls: 0 for no effect and ±100 for the full control effect; nearly all actives have a fitted effect of over 60% in size; inactives centre near -12
Target sequence (O94782 whole entry, looked up): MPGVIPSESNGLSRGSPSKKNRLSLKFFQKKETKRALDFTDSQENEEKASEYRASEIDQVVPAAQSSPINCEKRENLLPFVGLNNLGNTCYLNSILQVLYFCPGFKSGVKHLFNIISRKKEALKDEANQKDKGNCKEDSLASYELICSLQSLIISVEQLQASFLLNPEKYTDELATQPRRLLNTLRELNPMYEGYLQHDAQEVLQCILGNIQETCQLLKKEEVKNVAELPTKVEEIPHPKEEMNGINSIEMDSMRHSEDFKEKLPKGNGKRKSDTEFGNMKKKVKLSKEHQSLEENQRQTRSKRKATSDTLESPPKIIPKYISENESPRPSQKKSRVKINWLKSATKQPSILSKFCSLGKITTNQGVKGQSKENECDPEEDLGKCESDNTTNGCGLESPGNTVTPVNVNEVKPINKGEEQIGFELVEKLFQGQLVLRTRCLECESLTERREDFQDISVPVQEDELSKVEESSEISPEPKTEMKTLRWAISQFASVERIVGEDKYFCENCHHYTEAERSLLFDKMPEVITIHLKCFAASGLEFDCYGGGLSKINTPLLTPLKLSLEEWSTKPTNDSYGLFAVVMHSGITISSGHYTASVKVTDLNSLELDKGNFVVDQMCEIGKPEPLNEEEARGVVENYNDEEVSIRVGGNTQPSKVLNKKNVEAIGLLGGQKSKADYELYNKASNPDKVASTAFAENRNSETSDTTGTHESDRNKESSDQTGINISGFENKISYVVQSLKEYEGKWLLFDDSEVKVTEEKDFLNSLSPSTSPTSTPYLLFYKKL
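High-throughput fluorogenic screen: 1nM USP1/UAF1 complex, Ub-Rho substrate 150nM final, 50mM HEPES pH 7.8 with 0.5mM EDTA, 0.1 mg/ml BSA, 1mM TCEP and 0.01% Tween-20.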
Glioma ERSR ind = inducers of ER stress response in human glioma cells | 420,000 compounds, 0.02% hits | Potency, µM, without a hit: top-dose activation, actives largely listed as activators | AID 602332 | U87-MG GRP78 promoter luciferase reporter, 16 h; note: potency is the fitted concentration of half-maximal effect; series mostly up to about 76 µM; % of control where 0% means no effect; nearly all actives have a fitted effect of over 35% in size
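ERSR induction read as luciferase luminescence (Bright-Glo, 10 min at room temperature) in stably transfected human U87-MG glioma cells exposed to compounds for 16 h, using GRP78 as sensor.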
RGS4 inhibitor = inhibitors of human regulator of G protein signaling 4; 390,000 compounds, 0.039% hits; Potency, µM (titrated, usually from 114 µM), inactives show at the top dose activity change, negative = inhibition, usual class: inhibitors; Transcreener GDP fluorescence polarization, RGS4-accelerated GTP hydrolysis; AID 504845; note: potency is the fitted concentration of half-maximal effect; % is set by controls: 0 for no effect and ±100 for the full control effect; nearly all actives have a fitted effect of over 75% in size; some results filed as inactive show a strong effect at the top dose
Target sequence (P49798 whole entry, looked up): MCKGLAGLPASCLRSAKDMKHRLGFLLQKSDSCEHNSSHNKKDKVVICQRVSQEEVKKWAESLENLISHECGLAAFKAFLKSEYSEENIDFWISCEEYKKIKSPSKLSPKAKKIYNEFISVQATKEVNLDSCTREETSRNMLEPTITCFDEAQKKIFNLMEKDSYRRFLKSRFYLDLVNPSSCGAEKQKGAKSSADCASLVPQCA
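MLSMR compounds (23 nl, pin-transferred) preincubated 10 min at room temperature with a 500nM (2x) first reagent, then RGS4 at 900nM (2x) plus Transcreener GDP mix added; fluorescence polarization (620/688 nm) read before and after 90 min at 30 °C.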
The depositor's hits bear a star; ? = inconclusive; . = not tested or not shown; & = joins results of further samples; [ ] = dose if it differs, or a comment. Unless noted, calls come from the whole dose curve; as a rule, active = well fitted curve in the direction sought with a large enough effect; inconclusive = small, poorly fitted or top-dose-only effect, or another doubt; inactive = no such curve, though single readings can be large; an effect the other way counts as inactive or inconclusive.

smiles	Vif-APOBEC3F blk	rTrxR1 inhibitor	Vif-APOBEC3G blk	LDHA inh	mIDH1 inhibitor	TrxR1 substrate	USP1-UAF1 inh	Glioma ERSR ind	RGS4 inhibitor
COc1ccc(-c2nc3ccc(Cl)cn3c2NC2CCCCC2)cc1SC1CCCCC1	-7%	31%[activator]	-5%	0	-10%	17%	?	-4%	9%
COc1ccccc1CNC(=O)CSc1ccc(Br)cc1	1%	-17%	0%	2	3%	-15%	-4%	-4%	-50%
O=C(O)CCC1COc2ccccc2O1 (stereo not drawn)	-5%	4%[57.1 µM]	-1%	-2	0%	-2%[57.1 µM]	-4%	1%	-9%
Cc1ccc(NC(=O)C2CCN(S(=O)(=O)c3ccc4ccccc4c3)CC2)nc1	0%	4%[57.1 µM]	0%	0	-6%	-5%	-11%	7%	21%
O=C(CCn1c(=O)oc2ccccc21)Nc1cccc([N+](=O)[O-])c1	3%	-11%	0%	-1	3%	-8%	-5%	-5%	-10%
O=C(CCl)Nc1cccc(-c2cnc3ccccc3n2)c1	6%	20µM*	-5%	-3	-27%	-1%	-23%	-14%	-26%
CSc1nc2ccccc2n1CC(=O)Nc1ccc(C)c(C)c1	-13%	-11%	-9%	-9	2%	-12%	-4%	-1%	9%
COc1cccc(OC)c1C(=O)NC(=S)Nc1ccc2c(c1)Cc1ccccc1-2	-6%	-7%	-1%	-2	0%	-2%	-20%	-1%	7%
Cc1cccc(NC(=O)Cn2cc(C(=O)C3CC3)c3ccccc32)c1C	-9%	9%	-6%	-17	-6%	-2%	-10%	-2%	0%
C[C@@H]1CN([C@@H](C)CO)C(=O)c2cc(NC(=O)c3ccccc3)ccc2O[C@@H](C)CCCCO[C@@H]1CN(C)Cc1ccc(C(F)(F)F)cc1	-8%	.	-12%	0	8%	.	-21%	-5%	.
COCc1cc(C)nc(SCC(=O)Nc2ccc3c(c2)OCCO3)c1C#N	3%	-34%	-5%	0	4%	-16%	-20%	3%	-16%
Cc1ccc(NC(=O)c2c(C)oc3ncn(CC(C)C)c(=O)c23)nc1	-1%	-3%	0%	-4	4%	-13%	0%	-2%	30%
COc1cc2[nH]c(=O)n(CCC(=O)N3CCN(c4cc(Cl)ccc4C)CC3)c(=O)c2cc1OC	0%	15%	-9%	-11	-1%	17%	-16%	-6%	-21%
CCOC(=O)CNC(=O)COc1coc(CN2CCN(c3ccccc3)CC2)cc1=O	0%	25%	0%	-4	-2%	1%	-19%	-3%	11%
O=C1CCC(C(=O)OCC(=O)Nc2ccccc2Br)=NN1	1%	.	1%	-6	2%	.	-22%	0%	.

Continued.
smiles	Vif-APOBEC3F blk	rTrxR1 inhibitor	Vif-APOBEC3G blk	LDHA inh	mIDH1 inhibitor	TrxR1 substrate	USP1-UAF1 inh	Glioma ERSR ind	RGS4 inhibitor
Cn1cccc1C(=O)OCc1ccc(C(C)(C)C)cc1	-20%	18%	-5%	-4	7%	-5%	3%	11%	-13%
O=C(CSc1ccc2nc(-c3ccccc3)cn2n1)Nc1ccccc1C(F)(F)F	-7%	24%[57.1 µM]	-2%	-8	-9%	8%[57.1 µM]	-17%	3%	5%
CCC1Oc2ccc(C)cc2N(CC(=O)NC2CCCCC2)C1=O (stereo not drawn)	3%	12%	-11%	-4	9%	6%	-18%	-3%	15%
CCc1ccc2c(c1)NC(c1ccc(OC)cc1)=NC(c1ccncc1)=N2	.	6%	.	-6	.	-7%	-21%	.	5%
COc1ccccc1-c1nc(C#N)c(NCc2ccc(F)cc2)o1	-2%	-11%	-4%	-3&-15	8%	176%[activator]	?	-9%	-24%
NC/C(=N\O)c1ccc(Cl)cc1Cl	-1%	7%	-3%	-3	2%	10%	-14%	-2%	13%
O=C(CCCC1=NS(=O)(=O)c2ccccc2N1)N1CCN(c2ccc(Cl)cc2)CC1	-5%	12%	0%	-8	-5%	-7%	-8%	-3%	15%
N#Cc1c(N)nc2c(c1N)CC(=O)N2c1ccc(Cl)cc1	-5%	-10%[57.1 µM]	0%	-4	2%	3%[57.1 µM]	-20%	9%	?
COC(=O)CCNC(=O)Cc1ccc(S(=O)(=O)N2CCCCC2)s1	-5%	2%	0%	-6	-4%	-6%[57.1 µM]	-2%	2%	5%
CCOc1ccc(NC(=O)CN2C(=O)C(C)SC(C)C2=O)cc1 (stereo not drawn)	-7%	20%[57.1 µM]	0%	-4	4%	10%[57.1 µM]	-4%	-6%	-7%
COC(=O)[C@@]12CCCCN1[C@H](c1ccc(-c3ccccc3)cc1)[C@H]1C(=O)N(C)C(=O)[C@H]12	6%	18%[57.1 µM]	1%	-1	-12%	9%[57.1 µM]	-20%	6%	-15%
COc1ccccc1N1CCN(c2cc(=O)n(-c3ccc(Br)cc3)c(=O)[nH]2)CC1	-10%	-6%	-9%	-1	5%	4%	-15%	3%	-7%
CC1(C)Cc2c(cnn2-c2ccc(F)cc2)C(NC(=O)CCN2CCCCC2=O)C1 (stereo not drawn)	1%	-8%	2%	0	8%	-4%	-6%	1%	-20%
COc1ccc(Cl)cc1NC(=O)Cn1ncc2c3ccccc3n(Cc3ccccc3)c2c1=O	-2%	-12%	3%	-9	-6%	-4%	-19%	-4%	20%
CC(=O)c1c(C)[nH]c(C(=O)OCC(=O)N2CCCC2=O)c1C	-8%	5%	4%	-3	8%	4%	-14%	2%	-7%

Continued.
smiles	Vif-APOBEC3F blk	rTrxR1 inhibitor	Vif-APOBEC3G blk	LDHA inh	mIDH1 inhibitor	TrxR1 substrate	USP1-UAF1 inh	Glioma ERSR ind	RGS4 inhibitor
Cn1c(SCc2ccccn2)nnc1-c1ccncc1	-1%	22%	0%	-4	3%	5%	-17%	-4%	-22%
COC(=O)[C@]12C(=O)C(C)=C(O)[C@@]1(C)C(C)=CC1[C@@]34CC[C@@H](OC(C)=O)C(C)(C)C3C(C[C@]12C)OC4=O (stereo partly drawn)	0%	4%[57.1 µM]	-1%	-1	-5%	10%[57.1 µM]	-11%	3%	5%
C=CCNC(=O)c1ccc(OC2CCN(S(=O)(=O)N(C)C)CC2)cc1	13%	28%	1%	-5	-7%	9%	-18%	1%	-11%
CS(=O)(=O)CCC(C(=O)OCc1ccc(Cl)cc1)N1C(=O)c2ccccc2C1=O (stereo not drawn)	1%	-8%	-6%	-8	9%	-12%	-3%	-6%	25%
O=C(NCc1ccco1)C(=O)NCC1OCCN1S(=O)(=O)c1ccc(Cl)cc1 (stereo not drawn)	4%	-6%[57.1 µM]	2%	4	2%	4%[57.1 µM]	-26%	-4%	8%
O=[N+]([O-])c1ncn(Cc2ccccc2Cl)n1	-2%	7%	-1%	4	0%	6%	-15%	-3%	2%
CN(CC1COc2ccccc2O1)C(=O)c1cccc(S(=O)(=O)N2CCCC2)c1 (stereo not drawn)	-9%	3%	-3%	0	2%	-2%	2%	-3%	-38%
CCCNC(=O)C1CCN(c2nc3ccc(C)cc3[nH]2)CC1	2%	4%[57.1 µM]	0%	-4	0%	-2%[57.1 µM]	?	2%	25%
C[C@@H]1CN([C@@H](C)CO)C(=O)c2cc(NC(=O)C3CC3)ccc2O[C@@H]1CN(C)C(=O)NC1CCCCC1	4%	-23%	3%	3	13%	1%	-17%	-2%	-8%
O=C(CCC(=O)N(CC(=O)NC1CCCC1)Cc1cccs1)Nc1nccs1	9%	10%[57.1 µM]	1%	-6	-2%	1%[57.1 µM]	-17%	0%	-4%
CCc1ccccc1NC(=O)CN1CCN(C(=O)c2cc(C3CC3)nn2-c2ccccc2)CC1	-4%	.	1%	0	12%	.	-19%	-2%	.
COc1cc2c(-c3ccc(O)cc3)nc3c(c(C)nn3-c3ccccc3)c2cc1OC	5%	-22%	-1%	3	?	51%[activator]	-14%	-3%	?
Cc1ccc(C(=O)NC(=S)NNC(=O)COc2ccccc2C)cc1	-8%	-3%[57.1 µM]	-1%	-13	2%	9%[57.1 µM]	-5%	-1%	-47%

Just Glioma ERSR ind, Vif-APOBEC3F blk and rTrxR1 inhibitor, for 3 of the compounds above:
SMILES	Glioma ERSR ind	Vif-APOBEC3F blk	rTrxR1 inhibitor
Cc1ccc(C(=O)NC(=S)NNC(=O)COc2ccccc2C)cc1	-1%	-8%	-3%[57.1 µM]
COC(=O)[C@]12C(=O)C(C)=C(O)[C@@]1(C)C(C)=CC1[C@@]34CC[C@@H](OC(C)=O)C(C)(C)C3C(C[C@]12C)OC4=O (stereo partly drawn)	3%	0%	4%[57.1 µM]
C[C@@H]1CN([C@@H](C)CO)C(=O)c2cc(NC(=O)C3CC3)ccc2O[C@@H]1CN(C)C(=O)NC1CCCCC1	-2%	4%	-23%

Bioassay records deposited in PubChem BioAssay by National Center for Advancing Translational Sciences (NCATS).

This is a subset; rates above refer to the full screens.
